GoLoco inh red = blocks human Gai1 binding to RGS12 GoLoco peptide, red readout | Gai1:RGS12 GoLoco peptide FP, rhodamine, 10 min | hit rate 0.44% among 230,000 | AID 880 | Potency, µM (highest dose often 61.6 µM), inactives show at the top dose activity, negative = inhibition, usual class: inhibitors | P63096; active = well fitted inhibition curve with a large enough effect, not every such curve was filed as active; inactive = no such curve, though single readings can be large or run the other way; note: % is set by controls: 0 for no effect and ±100 for the full control effect; nearly all actives have a fitted effect of over 30% in size; many of its hits are not listed in these tables
Target sequence (P63096 whole entry, looked up): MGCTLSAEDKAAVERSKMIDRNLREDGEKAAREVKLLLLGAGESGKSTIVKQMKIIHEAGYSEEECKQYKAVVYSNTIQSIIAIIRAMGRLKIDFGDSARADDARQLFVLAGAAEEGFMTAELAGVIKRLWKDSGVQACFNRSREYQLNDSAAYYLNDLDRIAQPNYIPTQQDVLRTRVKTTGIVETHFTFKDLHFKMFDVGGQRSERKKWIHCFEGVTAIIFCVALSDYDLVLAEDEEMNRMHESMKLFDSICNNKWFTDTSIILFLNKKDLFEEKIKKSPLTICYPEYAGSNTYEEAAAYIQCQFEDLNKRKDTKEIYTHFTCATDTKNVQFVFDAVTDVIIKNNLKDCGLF
aGlu spleen mod = lysosomal alpha-glucosidase (human) modulation; AID 2112; human spleen homogenate, 4-MU-alpha-glucoside fluorescence; hit rate 0.006% among 240,000; Potency, µM (titrated, usually from 79.9 µM), without a hit: at the top dose activity change, negative = inhibition, most hits filed as inhibitors;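 note: 0% = enzyme with vehicle and -100% = no enzyme basal signal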
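Compounds were titrated against alpha-glucosidase in spleen homogenate at pH 5.0, with 1 mM 4-methylumbelliferyl substrate for 40 min at 37 C. Reactions were quenched with pH 10 NaOH/glycine and fluorescence measured.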
GAA glycogen mod = inhibitors or activators of human alpha-glucosidase glycogen cleavage; hit rate 0.38% among 300,000; P10253; Potency, µM (titrated, usually from 76.4 µM), without a hit: top-dose activity change, negative = inhibition, hits mostly inhibitors; AID 2100; recombinant GAA, glycogen substrate, Amplex Red glucose oxidase fluorescence;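 note: 0% = full enzyme reaction and -100% = no-enzyme basal signal; the screen sought inhibitors and activators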
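Natural-substrate format: glycogen cleavage by 4 nM human enzyme, glucose read by Amplex Red coupling (Ex 573, Em 610 nm). Normalized to enzyme and no-enzyme controls.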
SMN2 splice enh = SMN2 splice variant enhancement | HEK293 SMN2-luciferase splicing reporter, luminescence, 30-36 h | Potency, µM (highest dose often 46.1 µM), for inactives: at the top dose activity change, positive = activation, actives largely listed as activators | hit rate 2.8% among 210,000; note: % of control where 0% means no effect; nearly all actives have a fitted effect of over 55% in size
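HEK293 cells carry an SMN2 […]–luciferase reporter in which exon 7 inclusion puts luciferase in frame. Cells were plated 10-12 h before compound addition, then incubated 30-36 h at 37C. ONE-Glo luminescence was read; sodium butyrate at 4.5 mM final served as control.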
JMJD2E inh = blocks human JMJD2E demethylase activity; JMJD2E catalytic domain, FDH-coupled NADH fluorescence (FDH is formaldehyde dehydrogenase); Potency, µM (top dose mostly 57.1 µM), for the others: at the top dose activity change, negative = inhibition, most hits filed as inhibitors; hit rate 1.6% among 230,000; AID 2147; active = well fitted inhibition curve with a large enough effect, not every such curve was filed as active; inconclusive = small, poorly fitted or top-dose-only effect, or another doubt; inactive = no such curve, though single readings can be large or run the other way;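 note: 0% = wells with enzyme and -100% = buffer wells without enzyme; nearly all actives have a fitted effect of over 50% in size; many of its hits are not listed in these tables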
Target sequence (B2RXH2 1-337 limits assumed): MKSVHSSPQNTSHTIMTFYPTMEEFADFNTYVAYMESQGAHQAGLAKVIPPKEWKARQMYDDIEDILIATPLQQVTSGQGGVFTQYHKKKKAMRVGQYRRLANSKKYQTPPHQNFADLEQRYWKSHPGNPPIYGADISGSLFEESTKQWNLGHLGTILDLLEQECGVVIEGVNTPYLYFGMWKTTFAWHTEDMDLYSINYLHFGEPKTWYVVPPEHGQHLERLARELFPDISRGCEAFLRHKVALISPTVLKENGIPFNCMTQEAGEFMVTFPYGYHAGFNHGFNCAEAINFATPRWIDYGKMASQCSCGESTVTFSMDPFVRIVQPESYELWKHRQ
aGal spleen mod = inhibits or activates alpha-galactosidase in human spleen homogenate | hit rate 0.008% among 240,000 | human spleen homogenate, 4MU-alpha-Gal fluorescence, 40 min | AID 2107 | Potency, µM (titrated, usually from 80 µM), for inactives: top-dose activity change, negative = inhibition, actives largely listed as inhibitors | P06280;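 note: 0% = enzyme with vehicle and -100% = no enzyme basal signal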
Target sequence (P06280 32-429 limits assumed): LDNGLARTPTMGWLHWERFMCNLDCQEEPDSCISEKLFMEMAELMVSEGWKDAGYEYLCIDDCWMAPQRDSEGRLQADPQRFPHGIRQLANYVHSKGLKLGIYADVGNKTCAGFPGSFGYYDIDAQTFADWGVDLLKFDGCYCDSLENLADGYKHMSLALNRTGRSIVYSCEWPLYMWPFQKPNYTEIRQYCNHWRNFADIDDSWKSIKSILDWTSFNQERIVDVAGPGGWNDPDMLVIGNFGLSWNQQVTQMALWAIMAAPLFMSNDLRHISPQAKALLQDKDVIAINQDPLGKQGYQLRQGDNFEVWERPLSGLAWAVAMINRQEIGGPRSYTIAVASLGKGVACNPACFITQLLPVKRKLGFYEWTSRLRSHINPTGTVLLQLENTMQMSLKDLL
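Inhibition or activation of alpha-galactosidase in human spleen homogenate is scored by 4-MU fluorescence after 40 min at 37C, pH 5.0, with 1 mM substrate. AC50s come from concentration-response fitted to the Hill equation.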
GAA inhib = blocks human lysosomal alpha-glucosidase; P10253; purified human GAA, 4-MU-alpha-glucoside fluorescence; Potency, µM (top dose mostly 76.9 µM), for the others: at the top dose activity change, negative = inhibition, actives largely listed as inhibitors; hit rate 0.005% among 200,000;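 note: plate controls were uninhibited enzyme wells for no effect and no-enzyme background for full effect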
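Fluorescence at Ex 365/Em 440 nm from 4-methylumbelliferone reported enzyme activity after 20 min at room temperature. Reactions used 4 nM enzyme and 400 uM substrate at pH 5.0; curves fitted with the Hill equation.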
ALDH1A1 inh = blocks purified human ALDH1A1 activity; P00352; Purified ALDH1A1, NADH fluorescence, propionaldehyde substrate; Potency, µM (highest dose often 75.3 µM), without a hit: at the highest dose activity, negative = inhibition, actives largely listed as inhibitors; hit rate 7.3% among 220,000; active = well fitted inhibition curve with a large enough effect, not every such curve was filed as active; inconclusive = small, poorly fitted or top-dose-only effect, or another doubt; inactive = no such curve, though single readings can be large or run the other way;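 note: plate controls were no enzyme wells and a reference inhibitor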
* hit, by the source's call; ? = inconclusive; nt = no result given; [ ] = another dose, or the depositor's remark. Unless noted, calls come from the whole dose curve; as a rule, active = well fitted curve in the direction sought with a large enough effect; inconclusive = small, poorly fitted or top-dose-only effect, or another doubt; inactive = no such curve, though single readings can be large; an effect the other way counts as inactive or inconclusive. Potency is the fitted concentration of half-maximal effect.

SMILES	GoLoco inh red	aGlu spleen mod	GAA glycogen mod	SMN2 splice enh	JMJD2E inh	aGal spleen mod	GAA inhib	ALDH1A1 inh
Cc1ccc(-c2nc(N)n(S(C)(=O)=O)n2)cc1	7%	-6%	8%	nt	-7%	0%	-3%	5%
CCOC(=O)C1CCN(C(=O)c2ccc3c(c2)OCO3)CC1	10%	4%	-4%	3%	2%	6%	-7%	-1%
O=C(COc1cccc(C(F)(F)F)c1)N1CCN(c2ccccc2O)CC1	-4%	-4%	?	-42%	-5%	-10%	-2%	?
CC(C)c1ccc(-n2ccnc2SCC(=O)O)cc1	3%	3%	6%	-3%	2%	-3%	3%	-4%
OC(COC(c1ccccc1)c1ccccc1)CN1CCN(c2ccccn2)CC1 (stereo unspecified)	2%	-1%	1%	-33%[inhibitor]	2%	-6%	1%	-4%
CC1CCCC(C)N1C(=O)CN1C(=O)C(C)(C)Oc2ccc(C(=O)NC3CCCCC3)cc21 (stereo unspecified)	7%	0%	1%	-11%	4%	5%	-4%	?
COc1ccc(S(=O)(=O)NCC2CCC(C(=O)NCc3cccnc3)CC2)cc1 (stereo unspecified)	-4%	-8%	6%	nt	-9%	-5%	-2%	?
O=C(COc1ccccc1C(=O)O)NC1CCCc2ccccc21 (stereo unspecified)	5%	5%	3%	17%	?	0%	2%	-4%
Nc1nc(SCC(=O)NCCCN2CCOCC2)nc2sc3c(c12)CCC3	1%	-9%	3%	5%	?	-12%	2%	?
Cc1ccc(-c2cc3c(n2-c2ccc(C(=O)O)cc2)CCCC3=O)cc1	3%	1%	-9%	?	-8%	-1%	2%	5%
CCCN1C2CCCC1CC(NC(=S)Nc1cc(C)cc(C)c1)C2 (stereo unspecified)	12%	2%	-6%	nt	2%	7%	7%	2%
COc1ccc(CCN(C)CCC(=O)Nc2cc(C)ccc2C)cc1OC	-1%	-5%	0%	-7%	-31%	9%	?	?
CC(C)Oc1cccc(C(=O)C2CCCN(C(=O)c3csnn3)C2)c1 (stereo unspecified)	13%	4%	-1%	-8%	0%	1%	0%	?
CNC(=O)CSc1nnc(SCCC(=O)O)s1	6%	1%	4%	-7%	?	2%	0%	3%
O=C(Nc1ccc(Cl)c([N+](=O)[O-])c1)c1ccc2c(c1)OCCO2	2%	2%	5%	nt	11%	-3%	-26%	7%
COc1ccc(-c2csc(/N=C/N(C)C)n2)cc1OC	1%	1%	1%	28%	2%	-1%	5%	5%
CCCc1c(O)nc(SC2CC(=O)N(c3ccc(OC)cc3)C2=O)[nH]c1=O (stereo unspecified)	6%	-1%	0%	nt	1%	-11%	nt	nt
Cc1cc(C)c(C(=O)Nc2ccc(C)c(C)c2)c(CC(C)(C)C(=O)O)c1	-1%	-2%	7%	nt	3%	-11%	-2%	4%
Cc1ccc(OC/C(O)=C(\C#N)c2nc3ccccc3s2)cc1	7%	1%	-5%	-47%[inhibitor]	0%	-1%	6%	1%
CCOC(=O)c1sc(NC(=O)c2cccc(S(=O)(=O)N(CC)CC)c2)cc1C	10%	0%	9%	-3%	?	6%	0%	12%

Reformatted: results already given
Compound | GoLoco inh red | aGlu spleen mod | GAA glycogen mod | SMN2 splice enh | JMJD2E inh | aGal spleen mod | GAA inhib | ALDH1A1 inh
CC1CCCC(C)N1C(=O)CN1C(=O)C(C)(C)Oc2ccc(C(=O)NC3CCCCC3)cc21 (stereo unspecified) | 7% | 0% | 1% | -11% | 4% | 5% | -4% | ?
OC(COC(c1ccccc1)c1ccccc1)CN1CCN(c2ccccn2)CC1 (stereo unspecified) | 2% | -1% | 1% | -33%[inhibitor] | 2% | -6% | 1% | -4%
Cc1ccc(OC/C(O)=C(\C#N)c2nc3ccccc3s2)cc1 | 7% | 1% | -5% | -47%[inhibitor] | 0% | -1% | 6% | 1%
CNC(=O)CSc1nnc(SCCC(=O)O)s1 | 6% | 1% | 4% | -7% | ? | 2% | 0% | 3%
CC(C)c1ccc(-n2ccnc2SCC(=O)O)cc1 | 3% | 3% | 6% | -3% | 2% | -3% | 3% | -4%

Going on with the list:
SMILES	GoLoco inh red	aGlu spleen mod	GAA glycogen mod	SMN2 splice enh	JMJD2E inh	aGal spleen mod	GAA inhib	ALDH1A1 inh
Cc1cc(Nc2cccc(F)c2)nc(N2CCOCC2)n1	1%	-2%	-10%	nt	?	8%	nt	nt
CCOC(=O)C1(Cc2cccc(OC)c2)CCCN(C(=O)c2cc(C)[nH]n2)C1 (stereo unspecified)	1%	-1%	3%	nt	2%	-7%	11%	?
Cc1ccc2[nH]c(O)c(N=NC(=O)C3CC3c3ccccc3)c2c1Br (stereo unspecified)	-7%	-2%	0%	-22%	-4%	-6%	2%	1%
CCC(CC)C(=O)c1c[nH]c(C(=O)N2CCN(c3ccccc3)CC2)c1	-10%	4%	23%	-7%	-16%	-1%	5%	4%
Cc1ccc(C2C(C#N)=C(N)N(c3ncn[nH]3)C3=C2C(=O)CC(C)(C)C3)cc1 (stereo unspecified)	-7%	-1%	4%	-8%	0%	0%	0%	5%
CCC(C)Sc1nc2c(c(=O)[nH]c(=O)n2C)n1CC(O)COc1cccc2ccccc12 (stereo unspecified)	-6%	0%	-3%	-2%	-5%	1%	-13%	25µM*
CCC1SC(=NC(=O)c2ccc(Cl)c(Cl)c2)NC1=O (stereo unspecified)	5%	-4%	2%	?	-10%	-10%	0%	?
CCCCCCCSc1nnc(N)s1	-14%	6%	5%	nt	1%	9%	-1%	18%
O=C(Nc1nccs1)c1ccc(-c2ccc(Cl)cc2Cl)o1	5%	0%	0%	14µM*	?	-3%	-5%	?
COc1cc(OCC(N)=O)cc(OC)c1OC	7%	6%	-13%	-10%	3%	5%	-8%	1%
Cc1ccc2c(c1)N(CCC(=O)NCC1COc3ccccc3O1)C(=O)CO2 (stereo unspecified)	-1%	-18%	-2%	-3%	-10%	-5%	-11%	5%
COc1ccc(C(=O)NCc2nnc(SCC(=O)Nc3nnc(C)s3)o2)cc1	81%[activator]	-3%	2%	?	1%	0%	6%	?
CCN(CC)C(=O)COc1cccc2ccccc12	5%	2%	7%	-9%	-2%	5%	-2%	-1%
COc1ccc(-n2c(SCC(=O)Nc3cc(C)on3)nc3ccc(O)cc3c2=O)cc1OC	-7%	-4%	-2%	-1%	-23%	0%	7%	1%
O=c1ccc(/C=C/c2ccccc2)nn1Cc1ccccc1Cl	32%[activator]	-5%	-4%	-8%	?	4%	-3%	?
C=CCn1c(SCc2c(C)noc2C)nc2sc3c(c2c1=O)CCCC3	nt	-10%	-11%	nt	?	-15%	?	?
CSc1ccccc1NC(=S)N/N=C/c1cccn1Cc1cccc(C)c1	5%	7%	?	-27%	-7%	4%	-3%	9%
CCCNC(=O)C1CCN(c2ccc(S(=O)(=O)N3CCOCC3)cc2Cl)CC1	9%	0%	3%	-37%[inhibitor]	4%	2%	-7%	6%
CCOC(=O)c1sc2nc(C)[nH]c(=S)c2c1C	14%	0%	7%	4%	3%	0%	-7%	-10%
CSc1nc(Cl)cc(Nc2ccc(O)cc2)n1	-5%	-17%	?	?	4%	18%	-8%	3%
Cc1sc2ncn(CC(=O)NCC(=O)N(C)Cc3ccccc3)c(=O)c2c1C	5%	4%	-3%	-6%	-5%	11%	-1%	-1%
Nc1cc(=O)[nH]c(SCc2cccc(Cl)c2)n1	-1%	2%	2%	1%	-4%	-13%	3%	-2%
CC(C)OC(=O)CSc1nc(C(C)C)nc2ccccc12	6%	4%	10%	nt	-1%	-1%	11%	11%
Nc1nc(-c2cccnc2)nn1C(=O)c1ccc(Cl)cc1	1%	2%	-14%	3%	0%	1%	3%	5%
O=C(Cc1ccccc1)c1c[nH]c(C(=O)O)c1	-3%	2%	1%	16%	5%	2%	?	9%
CCCNC(=O)c1ccccc1NC(=O)C1COc2ccccc2O1 (stereo unspecified)	3%	1%	18%	-22%	?	6%	-3%	0%
O=C(Cc1c(C(=O)O)[nH]c2ccc(Cl)cc12)Nc1ccc2c(c1)OCCO2	nt	3%	-20%	nt	-4%	6%	8%	10%
CCOC(=O)c1c(NC(=O)C2(C)Cc3ccccc3C(=O)O2)sc2c1CCCC2 (stereo unspecified)	-18%	2%	-12%	-26%	4%	7%	4%	23%
O=C(NCc1ccccc1)NC1(C(=O)Nc2ccc3c(c2)OCCO3)CCCCC1	3%	-11%	0%	?	3%	3%	3%	0%
Cc1ccc(C(=O)Oc2ccccc2N2CCOCC2)cc1	1%	1%	1%	nt	1%	-4%	nt	nt
Cc1ccc(-c2noc(CSc3nnc(Cc4cccs4)n3-c3ccccc3)n2)cc1	1%	-3%	-8%	-27%	-11%	0%	-6%	?
O=C(Nc1cccc(F)c1)N1CCC2(CC1)CCN(C(=O)c1cccc(F)c1)CC2	11%	-6%	nt	-31%[inhibitor]	nt	14%	nt	-14%
O=C(CSC(=S)N1CCCC1)c1cc(Br)cc(Br)c1O	132%[activator]	3%	?	9%	?	4%	0%	16µM*
COc1ccc(N2CCN(Cc3ccc(Br)s3)CC2)cc1	-14%	0%	-3%	-10%	14µM*	-1%	-6%	25µM*
Cc1cc(C)c(C)c(S(=O)(=O)N2C(=S)NC(=O)C2C(C)C)c1C (stereo unspecified)	-10%	-2%	-6%	-12%	-5%	8%	-2%	?
Cc1ccc(S(=O)(=O)CCC(=O)OCC(=O)Nc2ncc(Cl)cc2Cl)cc1	-12%	-4%	-6%	25%	?	11%	8%	?
CCOC(=O)CC(=O)N/N=C/c1c(N)n(C)c(=O)n(C)c1=O	-2%	-6%	8%	-28%	1%	-6%	3%	-8%
COc1ccc(C(=O)COC(=O)c2ccc(N(C)C)cc2)cc1	3%	-9%	23%	5%	-24%	-10%	-12%	1%
COC(=O)c1[nH]c2ccc(C)cc2c1NC(=O)CCN1CCN(C2CCCCC2)CC1	5%	-4%	-6%	11%	?	-7%	11%	?
O=c1[nH]c2cccnc2c2ccsc12	10%	12%	-1%	nt	?	-6%	10%	-8%
O=c1[nH]c2ccc(S(=O)(=O)N3CCN(Cc4ccccc4)CC3)cc2[nH]c1=O	-1%	-2%	-1%	-3%	?	6%	?	?
COC(CNC(=O)c1cc(C(=O)c2c(-c3c(Cl)cccc3Cl)noc2C)c[nH]1)OC	36%[activator]	-1%	6%	0%	3%	-2%	3%	10µM*

Some of the compounds tested (hit frequency here may not be typical).
